PI5P4K alpha inh: blocks human PI5P4K alpha kinase activity. P48426. PI5P4Kalpha enzyme, ADP-Glo luminescence, 60 min; active compounds read low. max response, %. actives 1.2% (n = 330,000). AID 652105; active means max response of -50% or lower; inconclusive means between -30% and -50%; inactive means -30% or higher; further: value at the top dose of about 77 µM; on the % scale 0 is the no-effect control and ±100 the full control effect
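Controls without substrate or without enzyme flank wells where PI5P4Kalpha converts substrate using 5 microM ATP (final). Incubation lasts 60 minutes at room temperature; ADP formed is read by ADP-Glo luminescence.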
IL-2 act: activates IL-2 in a cell-based reporter assay; IL-2 activation reporter assay, cell-based qHTS; stimulated with anti-CD3/CD4/CD28 beads; in transgenic mouse T cells; activation, % (series mostly up to about 46 µM); actives 0.065% (n = 360,000); AID 652025; in the data active means activation above about 50%; inconclusive means mostly about 30% to 49%; further: 0% is about no effect
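Quantitative HTS in unstimulated transgenic mouse T cells, with memory T cells as non-tolerant control and PMA/ionomycin as tolerance-bypass control. Compound pretreatment lasted 60 minutes before 18 h bead stimulation; EGFP/DsRed fluorescence read.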
EPAC2 agonist: activates human EPAC2 exchange factor. Q8WZA2. EPAC2 activation, biochemical qHTS; response scale: 100% = 6.5 mM cAMP response. Potency, µM (highest dose often 154 µM), without a hit: at the highest dose activation, most hits filed as activators. actives 0.079% (n = 360,000). AID 720711; further: potency means the concentration at half of the fitted maximal effect; nearly all actives have a fitted effect of over 50% in size
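Compounds were titrated in qHTS against a Rap1B-BODIPY-GDP (250 nM) complex with EPAC2 (100 nM) and GDP (50 uM). BODIPY-GDP release tracked at 480/540 nm over 30 min at room temperature, normalized to 6.5 mM cAMP.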
PLK1 PBD block: blocks phosphopeptide binding to human PLK1 polo-box domain. P53350. Plk1 PBD binding of FITC phosphopeptide, fluorescence polarization. Potency, µM, for the others: max response, negative = inhibition, actives largely listed as inhibitors. actives 2.8% (n = 360,000). AID 720504; further: potency means the concentration at half of the fitted maximal effect; series mostly up to about 57 µM; on the % scale 0 is the no-effect control and ±100 the full control effect; nearly all actives have a fitted effect of over 65% in size
EPAC1 antag: EPAC1 (human) antagonism. O95398. EPAC1 GEF assay, Rap1b-BODIPY-GDP exchange fluorescence. Potency, µM (top dose mostly 115 µM), for the others: at the highest dose activity change, negative = inhibition, usual class: inhibitors. actives 0.14% (n = 360,000). AID 720709;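 further: potency means the concentration at half of the fitted maximal effect; plate controls were vehicle for no effect and positive control for full effect; nearly all actives have a fitted effect of over 50% in size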
CCT modulator: modulators of cytosolic chaperonin (CCT/TRiC) activity. AID 651819. activity change, % (no concentration beside the values), hits read low. actives 0.3% (n = 360,000). purified chaperonin ATPase assay, HTRF ADP detection, 30 min; in the data active means activity change below about -30%; further: on the % scale 0 is the no-effect control and ±100 the full control effect
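First, chaperonin was dispensed at 40 nM or 20 nM final depending on batch activity. Next, compounds were pinned at 76 uM and ATP added at 10 uM. After 30 min at 37 °C, ADP detection reagents ran 30 min at ambient temperature.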
WRN helicase inh: inhibitors of human WRN helicase | actives 0.46% (n = 360,000) | Potency, µM (titrated, usually from 114 µM), without a hit: at the top dose activity change, negative = inhibition, actives largely listed as inhibitors | AID 651768 | Q14191 | WRN helicase unwinding, fluorescent forked duplex, kinetic; further: potency means the concentration at half of the fitted maximal effect; on the % scale 0 is the no-effect control and ±100 the full control effect; nearly all actives have a fitted effect of over 55% in size
Target sequence (Q14191 whole entry, looked up): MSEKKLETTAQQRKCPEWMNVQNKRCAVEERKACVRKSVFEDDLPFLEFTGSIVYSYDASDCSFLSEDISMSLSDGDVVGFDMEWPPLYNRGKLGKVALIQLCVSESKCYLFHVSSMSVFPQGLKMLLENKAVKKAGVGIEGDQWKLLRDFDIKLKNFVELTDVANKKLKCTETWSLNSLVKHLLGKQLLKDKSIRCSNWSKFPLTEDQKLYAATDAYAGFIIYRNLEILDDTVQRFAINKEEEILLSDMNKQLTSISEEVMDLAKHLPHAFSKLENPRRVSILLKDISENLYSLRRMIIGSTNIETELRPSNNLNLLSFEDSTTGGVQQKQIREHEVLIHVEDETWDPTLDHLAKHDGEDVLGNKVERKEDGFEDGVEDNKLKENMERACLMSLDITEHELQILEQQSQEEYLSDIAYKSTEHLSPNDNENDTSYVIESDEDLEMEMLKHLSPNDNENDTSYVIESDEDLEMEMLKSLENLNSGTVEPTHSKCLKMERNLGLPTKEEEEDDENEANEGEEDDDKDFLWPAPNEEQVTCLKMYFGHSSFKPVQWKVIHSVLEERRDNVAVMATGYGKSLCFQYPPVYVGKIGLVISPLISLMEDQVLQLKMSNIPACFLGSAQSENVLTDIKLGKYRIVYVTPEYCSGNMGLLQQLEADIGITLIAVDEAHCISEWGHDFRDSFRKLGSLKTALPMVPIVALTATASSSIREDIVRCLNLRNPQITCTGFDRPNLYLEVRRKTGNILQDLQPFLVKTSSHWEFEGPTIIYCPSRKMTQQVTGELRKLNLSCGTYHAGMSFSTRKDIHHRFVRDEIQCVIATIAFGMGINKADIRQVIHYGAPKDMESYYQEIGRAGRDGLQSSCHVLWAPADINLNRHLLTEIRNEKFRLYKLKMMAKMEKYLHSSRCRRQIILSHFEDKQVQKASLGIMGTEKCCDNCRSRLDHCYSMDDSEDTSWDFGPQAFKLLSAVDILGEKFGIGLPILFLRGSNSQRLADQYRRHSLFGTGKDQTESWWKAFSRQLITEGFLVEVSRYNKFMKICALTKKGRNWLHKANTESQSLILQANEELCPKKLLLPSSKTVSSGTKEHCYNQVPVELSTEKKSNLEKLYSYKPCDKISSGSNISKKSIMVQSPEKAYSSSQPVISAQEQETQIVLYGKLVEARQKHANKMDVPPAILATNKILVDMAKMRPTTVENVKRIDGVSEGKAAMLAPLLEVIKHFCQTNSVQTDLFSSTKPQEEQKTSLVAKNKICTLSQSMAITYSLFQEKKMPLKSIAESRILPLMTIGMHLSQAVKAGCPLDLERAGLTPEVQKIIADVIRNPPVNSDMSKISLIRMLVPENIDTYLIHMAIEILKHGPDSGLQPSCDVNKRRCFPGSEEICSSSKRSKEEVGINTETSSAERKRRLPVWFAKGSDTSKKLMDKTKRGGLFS
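Enzyme (20 nM final) and test compound sit together 15 min at room temperature before substrate addition. Substrate is a single-forked duplex oligonucleotide (100 nM) labelled with fluorophore and quencher, with 2 mM ATP; helicase unwinding raises red fluorescence, read kinetically.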
EPAC1 ag: activates human EPAC1 exchange factor | O95398 | EPAC1 agonist qHTS, biochemical assay; response scale: 100% = response to 6.5 mM cAMP | Potency, µM (highest dose often 154 µM), for the others: top-dose activation, actives largely listed as activators | actives 0.073% (n = 360,000) | AID 720707; further: potency means the concentration at half of the fitted maximal effect; nearly all actives have a fitted effect of over 60% in size
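Compounds were pinned as a concentration titration into mixtures of EPAC1 (100 nM), BODIPY-GDP-loaded Rap1B (250 nM) and GDP (50 uM). After 5 min at room temperature, fluorescence was followed for 30 min; activity was scaled to 6.5 mM cAMP.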
* marks the source's active call; other numbers are inactive results. Unless noted, the call rests on the fitted dose curve; in most records, active means well fitted curve in the direction sought with a large enough effect; inconclusive means small, poorly fitted or top-dose-only effect, or another doubt; inactive means no such curve, though single readings can be large; an effect the other way counts as inactive or inconclusive. An excerpt. The share of hits here may be higher or lower than overall.

`O=C1C(=O)N(CCCN2CCOCC2)C(c2ccc(Cl)cc2)/C1=C(/O)c1ccc(F)cc1` (stereo unspecified) gave PI5P4K alpha inh -2, IL-2 act 0.2, EPAC2 agonist 9%, PLK1 PBD block -12%, EPAC1 antag -7%, CCT modulator -1.9, WRN helicase inh 1% and EPAC1 ag 11%.
For C#CCOCCOCCOCCNc1nc(N2CCN(C(=O)Cn3cc(CCCN=C(N)N)nn3)CC2)nc(N2CCN(C(=O)[C@H]([C@@H](C)O)n3cc(CCCCN)nn3)CC2)n1 the results were PI5P4K alpha inh -1, IL-2 act 0.4, EPAC2 agonist 5%, PLK1 PBD block 1%, EPAC1 antag -5%, CCT modulator 0.1, WRN helicase inh 1% and EPAC1 ag -9%.
Screening Cc1ccc(C)c(S(=O)(=O)/N=C(/Nc2ccccc2)c2ccccc2)c1 returned PI5P4K alpha inh 1, IL-2 act -0.9, EPAC2 agonist 6%, PLK1 PBD block 1%, EPAC1 antag 0%, CCT modulator -2.2, WRN helicase inh -2% and EPAC1 ag 3%.
For Fc1ccc(C(CNC(=S)NC2CCCCC2)N2CCOCC2)cc1 (stereo unspecified) the results were PI5P4K alpha inh 9, IL-2 act 0.6, EPAC2 agonist -12%, PLK1 PBD block inconclusive, EPAC1 antag -12%, CCT modulator 0.1, WRN helicase inh 2% and EPAC1 ag 4%.
Screening Cc1cccc(N2CCN(S(=O)(=O)c3ccc(S(=O)(=O)N4CCCC4)cc3)CC2)c1C returned PI5P4K alpha inh 0, IL-2 act 0.3, EPAC2 agonist -11%, PLK1 PBD block -7%, EPAC1 antag -11%, CCT modulator -0.7, WRN helicase inh 1% and EPAC1 ag -8%.
Screening Cc1nn(C)c(C)c1CN(C)C(=O)c1cc2n(n1)C(C(F)(F)F)CC(c1cccs1)N2 (stereo unspecified) returned PI5P4K alpha inh -2, IL-2 act 0.5, EPAC2 agonist 5%, PLK1 PBD block -5%, EPAC1 antag -7%, CCT modulator 0.0, WRN helicase inh -10% and EPAC1 ag -8%.
`O=C1C2C3CCC(O3)C2C(=O)N1c1cc(OCC(F)F)cc([N+](=O)[O-])c1` (stereo unspecified) gave PI5P4K alpha inh 4, IL-2 act -4.2, EPAC2 agonist 13%, PLK1 PBD block -6%, EPAC1 antag 13%, CCT modulator 2.5, WRN helicase inh 1% and EPAC1 ag -3%.
Screening O=C(CSCc1ccccc1Cl)NCCSc1ccccn1 returned PI5P4K alpha inh 2, IL-2 act 0.5, EPAC2 agonist -3%, PLK1 PBD block -17%, EPAC1 antag 0%, CCT modulator -1.4, WRN helicase inh -8% and EPAC1 ag -3%.
Screening COc1ccc(CCn2c(NN)nc3c2c(=O)[nH]c(=O)n3C)cc1 returned PI5P4K alpha inh inconclusive, IL-2 act -1.3, EPAC2 agonist -2%, PLK1 PBD block -2%, EPAC1 antag -7%, CCT modulator 2.9, WRN helicase inh -1% and EPAC1 ag -10%.
`CC(C)N(C(=O)COC(=O)c1cccc(N(C)C)c1)c1ccccc1` gave PI5P4K alpha inh 5, IL-2 act -3.1, EPAC2 agonist 9%, PLK1 PBD block -7%, EPAC1 antag 2%, CCT modulator 0.7, WRN helicase inh -7% and EPAC1 ag -7%.
`COc1ccc(C(CNC(=O)Cc2ccccc2)N2CCCCC2)cc1` (stereo unspecified) gave PI5P4K alpha inh 2, IL-2 act -4.4, EPAC2 agonist -3%, PLK1 PBD block -7%, EPAC1 antag 12%, CCT modulator -0.9, WRN helicase inh 4% and EPAC1 ag 7%.
`Cc1cc(C(F)F)n2nc(C(=O)Nc3cccnc3Cl)nc2n1` gave PI5P4K alpha inh 1, IL-2 act -0.2, EPAC2 agonist 0%, PLK1 PBD block -6%, EPAC1 antag 23%, CCT modulator -2.7, WRN helicase inh 0% and EPAC1 ag -7%.

Reprinted from the part before: 3 entries, followed by the next part.
`CC(C)N(C(=O)COC(=O)c1cccc(N(C)C)c1)c1ccccc1` gave PI5P4K alpha inh 5, IL-2 act -3.1, EPAC2 agonist 9%, PLK1 PBD block -7%, EPAC1 antag 2%, CCT modulator 0.7, WRN helicase inh -7% and EPAC1 ag -7%.
`COc1ccc(C(CNC(=O)Cc2ccccc2)N2CCCCC2)cc1` (stereo unspecified) gave PI5P4K alpha inh 2, IL-2 act -4.4, EPAC2 agonist -3%, PLK1 PBD block -7%, EPAC1 antag 12%, CCT modulator -0.9, WRN helicase inh 4% and EPAC1 ag 7%.
`Cc1cc(C(F)F)n2nc(C(=O)Nc3cccnc3Cl)nc2n1` gave PI5P4K alpha inh 1, IL-2 act -0.2, EPAC2 agonist 0%, PLK1 PBD block -6%, EPAC1 antag 23%, CCT modulator -2.7, WRN helicase inh 0% and EPAC1 ag -7%.
Screening COc1ccccc1NS(=O)(=O)c1cc(C(=O)N2CCCCCC2)ccc1C returned PI5P4K alpha inh 0, IL-2 act -1.7, EPAC2 agonist -1%, PLK1 PBD block inconclusive, EPAC1 antag inconclusive, CCT modulator 0.4, WRN helicase inh 11% and EPAC1 ag 4%.
Screening CC1(C(=O)Nc2ccc(Cl)c(Cl)c2)CCN1C(=O)CC(c1ccccc1)c1ccccc1 (stereo unspecified) returned PI5P4K alpha inh 33, IL-2 act -0.4, EPAC2 agonist 13%, PLK1 PBD block -8%, EPAC1 antag -11%, CCT modulator 0.4, WRN helicase inh -5% and EPAC1 ag 2%.
For CN(CC(=O)Nc1cccc2c1CCCC2)S(=O)(=O)c1ccc(Cl)cc1 the results were IL-2 act -0.5, EPAC2 agonist 11%, PLK1 PBD block -5%, EPAC1 antag 7%, CCT modulator -1.9, WRN helicase inh 2% and EPAC1 ag -10%.
For OC[C@@H](O)[C@@H](O)[C@H](O)[C@@H](O)CO the results were PI5P4K alpha inh 1, IL-2 act 0.6, EPAC2 agonist 11%, PLK1 PBD block -6%, EPAC1 antag -3%, CCT modulator -0.2, WRN helicase inh 1% and EPAC1 ag -18%.
`Cc1ccc(C(C)C)c(OCc2nnc3n2CCCCC3)c1` gave PI5P4K alpha inh 7, IL-2 act -3.1, EPAC2 agonist -2%, PLK1 PBD block -5%, EPAC1 antag 3%, CCT modulator 2.7, WRN helicase inh 0% and EPAC1 ag -7%.
CCc1nnc(NC(=O)CSc2nc3c(c(=O)n2CC)SC(C)C3)s1 (stereo unspecified) was read as PI5P4K alpha inh -2, IL-2 act -3.1, EPAC2 agonist 16%, PLK1 PBD block -8%, EPAC1 antag 12%, CCT modulator -3.4, WRN helicase inh 0% and EPAC1 ag -4%.
C=CCn1cc(Cl)c(=O)n(CC=C)c1=O was read as IL-2 act 1.3, EPAC2 agonist 2%, PLK1 PBD block 1%, EPAC1 antag -3%, CCT modulator -2.7, WRN helicase inh -3% and EPAC1 ag 0%.
`O=C(N/N=C/c1ccncc1)c1cccc(S(=O)(=O)N2CCCC2)c1` gave PI5P4K alpha inh 9, IL-2 act -1.5, EPAC2 agonist -1%, PLK1 PBD block 1%, EPAC1 antag 5%, CCT modulator -0.7, WRN helicase inh -2% and EPAC1 ag -4%.
For C/C=C(\C)CN1CCCC(N(C)CCc2ccc(OC)c(OC)c2)C1 (stereo unspecified) the results were PI5P4K alpha inh 2, IL-2 act -0.2, EPAC2 agonist 3%, PLK1 PBD block 3%, EPAC1 antag 19%, CCT modulator 2.5, WRN helicase inh -3% and EPAC1 ag -11%.
`C[C@@H]1CN([C@@H](C)CO)C(=O)c2c(c3ccccc3n2C)-c2ccccc2CO[C@H]1CN(C)S(=O)(=O)c1ccc(C(F)(F)F)cc1` gave PI5P4K alpha inh -1, IL-2 act -0.2, EPAC2 agonist -7%, PLK1 PBD block -8%, EPAC1 antag -9%, CCT modulator 1.9, WRN helicase inh -11% and EPAC1 ag -5%.
For CCN(CC)S(=O)(=O)c1ccc2c(c1)nc(CCC(=O)Nc1ccc(N3CCOCC3)cc1)n2C the results were PI5P4K alpha inh inconclusive, IL-2 act -2.4, EPAC2 agonist 5%, PLK1 PBD block -11%, EPAC1 antag -6%, CCT modulator -1.5, WRN helicase inh -19% and EPAC1 ag -2%.
CCn1c(C)cc(/C=C2/NC(=O)N(c3ccccc3)C2=O)c1C was read as PI5P4K alpha inh -16, IL-2 act -0.7, EPAC2 agonist 7%, PLK1 PBD block 21µM*, EPAC1 antag 0%, CCT modulator 1.4, WRN helicase inh 1% and EPAC1 ag 7%.
Screening CNC(=O)NC(=O)CSc1ccc(S(=O)(=O)N(C)C2CCCCC2)cn1 returned PI5P4K alpha inh 1, IL-2 act 3.3, EPAC2 agonist 6%, PLK1 PBD block -13%, EPAC1 antag -9%, CCT modulator 2.4, WRN helicase inh -14% and EPAC1 ag -3%.
Screening CCC(C)NC(=O)CSc1nc2n[nH]c(C)c2c(=N)n1-c1ccc(OC)cc1 (stereo unspecified) returned PI5P4K alpha inh 8, IL-2 act -3.6, EPAC2 agonist -3%, PLK1 PBD block -2%, EPAC1 antag 5%, CCT modulator 2.8, WRN helicase inh -25% and EPAC1 ag -5%.
`CCCCn1c(O)c2n(c1=O)Cc1ccccc1N=C2c1ccc(OC)cc1` gave PI5P4K alpha inh -9, IL-2 act 0.0, EPAC2 agonist 2%, PLK1 PBD block -7%, EPAC1 antag 4%, CCT modulator -1.1, WRN helicase inh 7% and EPAC1 ag -19%.
Cc1cc(C)c(OCC(=O)Nc2ccc(S(=O)(=O)N3CCCC3)cc2)c(C)c1 was read as PI5P4K alpha inh 4, IL-2 act -5.9, EPAC2 agonist 9%, PLK1 PBD block -7%, EPAC1 antag -14%, CCT modulator 3.0, WRN helicase inh inconclusive and EPAC1 ag -16%.
For COc1ccc(NC(=O)CN2C(=O)NC(C)(c3ccccc3)C2=O)cn1 (stereo unspecified) the results were PI5P4K alpha inh 0, IL-2 act -0.8, EPAC2 agonist -9%, PLK1 PBD block 3%, EPAC1 antag -18%, CCT modulator 1.6, WRN helicase inh -5% and EPAC1 ag 1%.
O=C(O)c1cc(NC(=O)c2cccc(N3C(=O)c4ccccc4C3=O)c2)cc(C(=O)O)c1 was read as PI5P4K alpha inh -1, IL-2 act -2.3, EPAC2 agonist 3%, PLK1 PBD block -12%, EPAC1 antag -3%, CCT modulator -2.1, WRN helicase inh inconclusive and EPAC1 ag 6%.

Compound activity from PubChem.
